APOBEC3A inh: inhibitors of human APOBEC3A DNA deaminase; P31941; recombinant A3A, FAM/TAMRA ssDNA deamination fluorescence; inhibition, % at 20 µM; actives 0.41% (n = 330,000); AID 493011;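 active = at least 40% inhibition at 20 µM here, with at most 30% in a related deaminase screen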;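 note: plate controls were A3A with DMSO for no effect and wells lacking A3A enzyme for full effect; some results filed as inactive read as strong as hits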
Target sequence (P31941 whole entry, looked up): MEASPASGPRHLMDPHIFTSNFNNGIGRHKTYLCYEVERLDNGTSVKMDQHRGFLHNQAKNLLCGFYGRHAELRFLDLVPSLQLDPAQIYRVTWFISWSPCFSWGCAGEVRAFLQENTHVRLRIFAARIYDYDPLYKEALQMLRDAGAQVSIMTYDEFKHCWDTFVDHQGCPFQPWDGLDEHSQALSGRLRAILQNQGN
A3G deaminase: blocks human APOBEC3G single-stranded DNA deamination; inhibition, % at 20 µM; actives 0.28% (n = 330,000); recombinant A3G, ssDNA deamination FAM/TAMRA fluorescence;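 active = inhibition of at least 40% at 20 µM, with no more than 30% in the related APOBEC3A deaminase screen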;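 note: plate controls were DMSO wells with A3G for no effect and wells lacking A3G enzyme for full effect; some compounds called inactive have numbers as strong as hits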
Target sequence (Q9HC16 whole entry, looked up): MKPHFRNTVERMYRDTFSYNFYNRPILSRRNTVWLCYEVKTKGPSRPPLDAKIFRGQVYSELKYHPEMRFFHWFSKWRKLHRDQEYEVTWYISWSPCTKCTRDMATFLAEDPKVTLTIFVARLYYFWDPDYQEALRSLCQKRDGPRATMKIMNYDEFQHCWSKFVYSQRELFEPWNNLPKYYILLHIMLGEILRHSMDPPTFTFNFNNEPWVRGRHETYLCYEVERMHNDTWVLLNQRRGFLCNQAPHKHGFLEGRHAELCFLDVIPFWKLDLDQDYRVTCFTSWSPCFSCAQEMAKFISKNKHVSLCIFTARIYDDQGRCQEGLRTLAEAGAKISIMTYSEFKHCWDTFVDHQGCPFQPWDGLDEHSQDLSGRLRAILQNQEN
mIAP act: increases mouse intestinal alkaline phosphatase activity. muIAP, CDP-Star luminescence, 30 min; stronger effect = higher value; 1 = vehicle-only enzyme signal, 0 = enzyme-free wells. activation factor at 10 µM. actives 0.24% (n = 330,000);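 active = activation factor of at least 2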; note: the source names both 10 and 20 µM as test concentration; values of inactives mirror those of a sister screen read the other way
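Assay system: mouse IAP enzyme; Reagent: CDP-Star chemiluminescent phosphatase substrate; Compound: DMSO-dissolved test compounds; Incubation: 30 min, room temperature; Technique: luminescence from enzymatic CDP-Star hydrolysis; Controls: DMSO-only wells and no-enzyme negative control.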
MIN6 prolif: inducers of beta-cell replication in MIN6 cells | AID 2380 | MIN6 cells proliferation, ATPlite luminescence, 48 h; cells starved in 0.2% serum; 100% = growth in 10% serum | proliferation, % at 10 µM | actives 0.29% (n = 330,000);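 active = compounds whose signal lies at least 3.5 SD above the mean of all wells on their plate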;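 note: 0% = DMSO-treated cells in low-serum medium and 100% = 10% serum control; some compounds called inactive have numbers as strong as hits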
MPTP block: permeability transition pore inhibition; isolated mouse mitochondria, Ca2+ swelling absorbance, 30 min; inhibition, % at 10 µM; actives 1.4% (n = 360,000);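 active = inhibition of 50% or more, scaled per plate between neutral and stimulator controls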;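 note: 0% = DMSO wells given calcium and 100% = 1 mM EGTA wells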
hIAP activ: human IAP activation; P09923; purified human IAP, CDP-Star luminescence, 30 min; stronger effect = higher value; 1 = vehicle-only enzyme, 0 = enzyme-free background; activation factor at 10 µM; actives 0.16% (n = 330,000);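 active = activation factor of the enzyme at least 2-fold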; note: the source names both 10 and 20 µM as test concentration; values of inactives mirror those of a sister screen read the other way
Target sequence (P09923 whole entry, looked up): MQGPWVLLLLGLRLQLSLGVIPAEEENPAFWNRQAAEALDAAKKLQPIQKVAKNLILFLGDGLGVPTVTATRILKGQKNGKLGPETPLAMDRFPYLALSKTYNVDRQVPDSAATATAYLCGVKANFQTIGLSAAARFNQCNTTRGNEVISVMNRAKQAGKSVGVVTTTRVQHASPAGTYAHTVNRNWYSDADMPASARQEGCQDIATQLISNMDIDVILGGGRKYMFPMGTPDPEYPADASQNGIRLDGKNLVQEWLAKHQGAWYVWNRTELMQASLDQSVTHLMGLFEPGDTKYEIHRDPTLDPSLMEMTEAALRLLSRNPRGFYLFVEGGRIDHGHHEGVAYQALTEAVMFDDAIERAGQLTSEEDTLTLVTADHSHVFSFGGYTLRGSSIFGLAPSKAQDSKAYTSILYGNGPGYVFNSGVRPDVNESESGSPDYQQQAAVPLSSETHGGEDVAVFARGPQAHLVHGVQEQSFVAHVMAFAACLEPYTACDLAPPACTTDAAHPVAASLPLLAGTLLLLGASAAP
mIAP inh: blocks mouse intestinal alkaline phosphatase; purified mouse IAP, CDP-Star luminescence, 30 min; inhibition, % at 10 µM; actives 0.2% (n = 330,000); AID 2806;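 active = inhibition of at least 40% at 10 µM in the primary screen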;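 note: plate controls were DMSO with enzyme for no effect and no enzyme wells for full effect; values of inactives mirror those of a sister screen read the other way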
hIAP block: blocks human intestinal alkaline phosphatase; purified IAP, CDP-Star luminescence, 30 min; AID 2544; actives 0.12% (n = 330,000); inhibition, % at 10 µM;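 active = inhibition reaching a set limit with compound at 10 µM in the primary screen, cut at about 35% in these data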;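 note: plate controls were DMSO wells with enzyme for no effect and no-enzyme buffer wells for full effect; values of inactives mirror those of a sister screen read the other way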
ATG4B inh: inhibitors of human ATG4B cysteine protease; ATG4B cleavage of LC3-PLA2, NBD-HPC fluorescence, 1 h; inhibition, % at 8.33 µM; AID 504462; Q9Y4P1; actives 0.51% (n = 340,000); in the data active = inhibition above about 40%
Active calls of the source: *.

SMILES	APOBEC3A inh	A3G deaminase	mIAP act	MIN6 prolif	MPTP block	hIAP activ	mIAP inh	hIAP block	ATG4B inh
CC1(C)CC(=O)C2=C(C1)OC(N)=C(C#N)[C@@H]2c1ccccc1[N+](=O)[O-]	-3	-9	0.93	1	1.2	1.1	7	-10	1
Cc1ccc2nc(-c3ccc(N4C(=NC(=O)CCC(=O)O)SC5CS(=O)(=O)CC54)cc3)sc2c1 (stereo not drawn)	27	5	0.86	0	1.0	1	14	-1	-9
COCCN(C(=O)COC(=O)c1c(-c2ccccc2)noc1C)c1c(N)n(Cc2ccccc2)c(=O)[nH]c1=O	2	-7	0.92	2	-2.2	1.1	8	-11	-6
COc1ccc2cc(C(c3nnnn3CCc3ccccc3)N3CCCC(C)C3)c(=O)[nH]c2c1 (stereo not drawn)	0	4	0.92	-3	-3.0	0.84	8	16	1
CCCCOc1ccc(CSC(=N)N)cc1Cl	-2	0	1.2	-4	1.4	1.1	-16	-11	22
O=C(Cc1cccs1)Nc1cccc(-c2nc3ccccc3o2)c1	-1	-2	1	-1	-0.3	1.1	0	-9	-11
CCOc1ccc(NC(=O)CSc2nc3ccccc3nc2N2CC(C)OC(C)C2)cc1 (stereo not drawn)	-6	-12	1	-2	0.9	1.2	-2	-16	1
O=C1c2ccccc2NC(c2cccnc2)N1c1ccccc1F (stereo not drawn)	1	4	0.93	-2	0.3	0.98	7	2	-4
Cc1ccc(N2C(=O)C3CCCN3C2=S)c(C)c1 (stereo not drawn)	0	-2	0.91	-4	-0.9	0.98	9	2	6
COc1ccc(CNC(=O)c2cnc3cc(C)ccn3c2=O)cc1	5	4	1	-2	0.5	0.94	-5	6	-3

Filtered by structure, the entries above with a halogen (2)
SMILES	APOBEC3A inh	A3G deaminase	mIAP act	MIN6 prolif	MPTP block	hIAP activ	mIAP inh	hIAP block	ATG4B inh
CCCCOc1ccc(CSC(=N)N)cc1Cl	-2	0	1.2	-4	1.4	1.1	-16	-11	22
O=C1c2ccccc2NC(c2cccnc2)N1c1ccccc1F (stereo not drawn)	1	4	0.93	-2	0.3	0.98	7	2	-4

The listing continues:
SMILES	APOBEC3A inh	A3G deaminase	mIAP act	MIN6 prolif	MPTP block	hIAP activ	mIAP inh	hIAP block	ATG4B inh
COc1ccc(NC(=O)c2nn(C)c(C(=O)Nc3ccc(OC)cc3)c2[N+](=O)[O-])cc1	-9	-8	0.97	1	0.7	1	2	-2	-3
Cc1cc(=O)[nH]c2c1c(C)nn2C(C)(C)C	-1	-8	1	2	2.1	0.92	-4	8	1
COc1ccc(S(=O)(=O)N2CCCCC2)cc1NC(=O)c1cc([N+](=O)[O-])ccc1N1CCOCC1	-1	-1	0.9	-2	-0.7	1	10	-3	2
COc1cccc(OC)c1C(=O)Nc1nnc(C(C)C)s1	-4	-5	1	-2	-0.7	0.86	-4	14	1
COC(=O)c1cccc(S(=O)(=O)N2CCCCC2)c1	2	-3	1	2	11	1	-1	-2	-6
CCCN1C(=O)c2ccccc2NC1c1ccc(Cl)cc1 (stereo not drawn)	-1	-6	1.1	0	0.4	1.1	-7	-9	10
Cc1cccc(C)c1NC(=S)N1CCC(N(C)CC2CCCO2)CC1 (stereo not drawn)	-3	-3	1	-2	0.0	1.1	-1	-7	-7
CCOc1ccc(C(c2c(NC(=O)c3ccccc3)sc(C)c2C)N2CCN(C)CC2)cc1 (stereo not drawn)	-3	-5	0.93	-3	1.7	1.4	7	-41	-8
Cc1cc(O)c(NC(=S)NC(=O)c2ccc(-c3ccc(Cl)cc3)o2)cc1C	-3	-1	0.7	-5	3.9	0.87	30	13	3
CC(C)CCNC(=O)C(Cc1ccccc1)NS(=O)(=O)c1ccc2c(c1)c(=O)n(C)c(=O)n2C (stereo not drawn)	-2	-10	1.1	-4	-2.3	1.1	-10	-14	1
Cc1ccccc1NC(=O)c1cccc2nccnc12	2	-5	0.95	-2	-0.9	0.91	5	9	-8
Cc1ccc(S(=O)(=O)N(C)C)cc1NC(=O)COC(=O)CCCOc1ccccc1	2	3	0.99	-1	-0.3	0.91	0	9	0
COc1cc(/C=C(/Sc2nnc(-c3ccc(F)cc3)o2)C(=O)O)ccc1OC(F)F	1	-1	0.91	-3	-0.1	0.97	10	3	-3
COc1ccccc1NC(=O)NC1(C(=O)N2CCC(O)CC2)CCCCC1	-2	-3	1	2	2.7	0.78	0	22	-11
Cc1ccc(-c2nnn(CC(=O)N(CCN3CCOCC3)C(C(=O)NC(C)(C)C)c3ccc(C)o3)n2)cc1 (stereo not drawn)	-7	-7	1.2	-3	-0.5	1.1	-18	-12	8
CC(=O)Oc1ccccc1C1OCCN1C(C)=O (stereo not drawn)	0	-1	0.95	-2	-2.1	0.93	5	8	-3
COc1ccc(C2(c3ccc(OC)cc3)NC(=O)NC2=O)cc1	-3	-9	0.99	0	3.7	0.86	1	14	-1
COc1ccc(/C=N/Nc2ncc(C(F)(F)F)cc2Cl)c(OC)c1OC	-3	-7	1	-2	0.9	1.2	-5	-18	3
Cc1ccc(SCc2nc(N)nc(Nc3ccccc3C)n2)c(C)c1	-3	-4	1	-2	-0.1	0.93	-2	7	-11
C=CCC1(CC=C)CCCN1C(=O)c1cc(COc2ccc(C)nc2)on1	-1	-2	0.99	-5	99*	1.2	1	-16	0
COC(=O)C1=C(N)Oc2c(oc(CO)cc2=O)C1c1ccc(F)cc1 (stereo not drawn)	-6	-6	1.1	-1	0.9	0.94	-13	6	-1
CCOC(=O)C(C(=O)Nc1ccccc1)C1CCCCC1 (stereo not drawn)	-4	-9	1.2	0	0.1	1	-16	-2	-2
CC(=O)c1cccc(-n2c(CCC(=O)O)ccc2-c2cccs2)c1	-4	8	1.1	-3	0.3	1.4	-6	-41	3
CCOC(=O)N1CCN(C(=O)CSc2nc(=O)n3cccc(C)c3n2)CC1	1	-5	0.99	0	6.0	1.2	1	-18	0
CCCNC(=O)CSc1nnc(C)s1	1	-2	0.97	-2	-0.8	0.91	3	9	-5
CC1CCC2(CC1)NC(=O)N(CC(=O)Nc1cccnc1Cl)C2=O (stereo not drawn)	-4	-7	0.98	1	-0.3	0.98	2	2	-7
O=C(NC1CC1)c1ccc(-c2nc3ccccc3s2)s1	-2	-8	1	-4	-0.1	0.67	-3	33	-2
CC(=O)c1ccccc1NC(=O)CSCc1nc2sc(C)c(C)c2c(=O)[nH]1	0	0	0.93	-2	0.5	1	7	0	-1
O=C(CCC(=O)n1ncc2ccccc21)N1CCCCC1	0	-3	1	4	0.5	0.86	-2	14	-21
[2H]c1c([2H])c([2H])c(C(=O)c2sc(N3CCCCCC3)nc2-c2ccccc2)c([2H])c1[2H]	-3	-3	0.92	-4	1.1	0.82	8	18	1
Cc1ccccc1NS(=O)(=O)c1cc2c3c(c1)CC(=O)N3CCC2	-5	-6	0.91	2	1.5	0.97	10	3	-1
COC(=O)c1ccc2nc(-c3ccc(S(C)(=O)=O)cc3)cn2c1	-8	-5	1.2	-2	0.4	1.1	-15	-10	-1
CSc1ccc(-c2c(C#N)c(N)nc3c2c(C)nn3-c2ccccc2)cc1	1	0	0.98	-5	5.6	0.92	2	8	-2
COC(=O)c1ccc(CNC(=O)/C=C/c2cc([N+](=O)[O-])ccc2OC(F)F)cc1	0	0	0.94	-3	6.5	0.88	6	12	-19
COC(=O)CCC(=O)Nc1ccc(OC)cc1	-4	-2	0.92	-2	-0.6	0.83	8	17	-1
COc1cc2c(cc1Cl)/C(=C\CCN(C)C)c1ccccc1S2	-2	-2	1	0	0.2	0.87	-1	13	19
Cc1ccc(S(=O)(=O)Oc2ccccc2/C=N/O)cc1	1	1	1.1	1	0.7	0.84	-12	16	-4
O=C1C2C3C=CC(C3)C2C(=O)N1Cc1cccnc1 (stereo not drawn)	0	-5	0.97	-2	10	0.99	3	1	3
O=C(O)c1cc(NN=Nc2cccc([N+](=O)[O-])c2)cc([N+](=O)[O-])c1	1	-4	1	-1	1.7	0.94	-3	6	83*
COCCN1CCN(C(=O)C2CCC(=O)N(CCc3ccccc3)C2)CC1 (stereo not drawn)	1	-4	0.95	-1	-0.6	0.98	4	2	4

Single records, from the list above. Order of screens: APOBEC3A inh, A3G deaminase, mIAP act, MIN6 prolif, MPTP block, hIAP activ, mIAP inh, hIAP block, ATG4B inh
`COc1cc(/C=C(/Sc2nnc(-c3ccc(F)cc3)o2)C(=O)O)ccc1OC(F)F` is listed with 1, -1, 0.91, -3, -0.1, 0.97, 10, 3, -3
`CC(=O)c1cccc(-n2c(CCC(=O)O)ccc2-c2cccs2)c1` is listed with -4, 8, 1.1, -3, 0.3, 1.4, -6, -41, 3

(listing goes on)
SMILES	APOBEC3A inh	A3G deaminase	mIAP act	MIN6 prolif	MPTP block	hIAP activ	mIAP inh	hIAP block	ATG4B inh
Cc1nn2c3c(cnc2c1-c1ccccc1)C(=O)CC(c1ccccc1)C3 (stereo not drawn)	3	-5	0.84	1	0.3	0.94	16	6	-4
CC1=C/C(=N\OS(=O)(=O)c2ccccc2)C=CC1=O	1	72*	0.94	-3	103*	0.98	6	2	-3
CC1CN(C(=S)Nc2ccc(F)cc2F)CC(C)O1 (stereo not drawn)	-2	-4	1.1	-3	-2.3	1	-7	-3	-5
CCN(C(=O)CSc1nc2ccccc2o1)C1CCS(=O)(=O)C1 (stereo not drawn)	1	-6	0.99	3	-2.1	1.2	1	-16	0
CCCOc1ccc(/C=C/C(=O)OCC(=O)N(C)c2c(N)n(Cc3ccccc3)c(=O)[nH]c2=O)cc1OCC	13	18	1	-2	-0.4	1.2	-2	-22	12
O=C(CC1(O)C(=O)c2ccccc2C1=O)c1ccccc1	1	3	1.1	4	1.1	0.98	-7	2	2
Cc1ccc(NC(=O)C2CCN(S(C)(=O)=O)CC2)cc1Cl	-7	-6	1.1	0	-0.7	1	-14	-2	8
CC(=O)N(Cc1ccccc1)Cc1nc2sc(C)c(C)c2c(=O)[nH]1	-2	-8	1.1	-2	-1.3	1.1	-11	-13	2
Cn1c(=O)c2c(nc(CN3CCOCC3)n2CCCc2ccccc2)n(C)c1=O	-1	-2	1.1	-2	-0.6	0.94	-12	6	6
COc1cc2[nH]c(=O)n(C3CCCCC3)c(=O)c2cc1OC	-3	-5	1	-1	0.2	0.96	-1	4	-11
COc1cc2c(cc1OC)C(C)N(C(=O)c1c(-c3ccccc3)noc1C)CC2 (stereo not drawn)	-2	-4	1.1	0	2.4	0.85	-9	15	-5
COc1ccc(C(=O)/C=C/c2ccccc2)c(O)c1	2	-7	0.84	-5	0.2	0.91	16	9	-24
CCOC(=O)/C(C#N)=C\N(C)C	-4	-4	0.94	0	-2.3	1	6	0	-11
O=C(CCCOc1ccccc1)Nc1cccc([N+](=O)[O-])c1	7	4	1	-3	2.3	1	0	-5	-4
CCOCCn1c(C)c(C(=O)OCC)c2cc(O)c3ccccc3c21	0	-3	0.94	2	-0.2	1.1	6	-14	-14
COc1ccc(OC)c(S(=O)(=O)N/N=C\c2ccc3c(c2)OCO3)c1	2	9	1	-2	0.8	0.79	-3	21	-1
CC(OC(=O)c1ccc(S(=O)(=O)N(C)C)cc1)C(=O)Nc1ccc(Cl)cn1 (stereo not drawn)	-3	-11	0.99	0	-0.4	1.2	1	-15	2
Cc1cccc(C(=O)Nc2ccc3c(c2)ncn3C)c1	0	0	1	-3	-0.2	0.94	-3	6	2
O=C(Nc1ccccc1F)c1ccc2c(c1)OCO2	-7	0	0.96	-5	0.3	1.1	4	-11	-2
OCCOCCNc1ncnc2c1cnn2-c1ccccc1	-6	-7	1	-1	-2.7	1.1	-2	-7	2
CC(Sc1nnc(COc2ccc(Cl)cc2)o1)C(=O)Nc1ccc(N2CCOCC2)cc1 (stereo not drawn)	2	-13	0.94	2	-0.9	1.2	6	-16	-3
O=C(CSc1nnc(CNc2ccc(F)cc2)o1)N1c2ccccc2Sc2ccccc21	1	-3	0.96	-4	-2.5	1	4	-2	-3

High-throughput results as filed in PubChem.
